MT stabilizer: microtubule stabilizers in HeLa cells, primary screen, imaging, high-content imaging. HeLa tubulin immunostaining HCS, 24 h; share of cells brighter than vehicle mean+2SD. % tubulin-high responders, % at 10 µM. hit rate 0.83% among 200,000. AID 2205, 2009;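 active means plate Z-score above 3 for both tubulin-high and condensed-nucleus cell shares, with cell loss under 80%, at 10 µM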;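 further: anti alpha tubulin signal scored within the nucleus-defined area of each cell; some results filed as inactive read as strong as hits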
Yfh1-off respiration: enhancers of respiration in Yfh1-depleted yeast, dose response, Friedreich's ataxia, plus single-dose screen (AID 1465) | hit rate 0.074% among 220,000 | one-dose fold induction at 50 µM; EC50 in µM for titrated hits | S. cerevisiae Yfh1-off respiration, WST-1 reduction, 72 h; higher fold induction means a stronger effect;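 active means fold induction of absorbance versus untreated yeast above a set limit, then at least 30% activation at any dose in follow-up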;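 further: activators that raise dye reduction in frataxin-depleted yeast; strong numbers were not always called active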
Ins promoter up: insulin promoter activators in MIN6 cells, imaging, high-content screening, mouse beta cells. MIN6 insulin promoter-GFP reporter; hits give high values. z-score at 5 µM. hit rate 0.3% among 190,000. AID 1625, 2009;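 active means z-score above 3 at 5 µM with at least 500 cells counted in the well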
HIV peptide binding: inhibitors of HIV fusion peptide binding, primary screen, biochemical, uHTS, fluorescence dequenching (AID 1986) | hit rate 0.3% among 290,000 | cell-free peptide binding, fluorescence dequenching, 30 min; higher % means a stronger effect | inhibition, % at 20 µM, or IC50 in µM where a hit was titrated; in the data active means inhibition mostly above about 52%, no sharp cut-off; inactive means mostly below about 76%; further: some results filed as inactive read as strong as hits
Autophagy HCS: autophagy modulators in MEF cells, primary screen, imaging, high-content, MEF GFP-LC3; MEF GFP-LC3 puncta imaging; test concentration mostly 10 µM; calls only at 10 µM (by protocol); hit rate 0.98% among 190,000; AID 463193, 2010;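 active means percentage of spot-positive cells more than 3 SD above its plate mean, without a fluorescence outlier flag or 80% toxicity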;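 further: spot-positive cell cutoff set from DMSO-treated cells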
WT yeast gro inh: growth inhibition of WT strain, primary screen, mitochondrial fusion inhibitor project, WT and mutant strains, chemical genetic | mitochondrial fusion phenotypic screen | inhibition, % at 10 µM | hit rate 2.1% among 190,000; in the data active means inhibition above about 58%; tested in S. cerevisiae
Dynein cargo inh: inhibitors of GR-EGFP nuclear translocation, primary screen, dynein cargo transport inhibitor project, imaging, high-content, 3617.4 mouse cells. test concentration mostly 20 µM; stimulated with dexamethasone, 1 µM; hits give low values. z-score, hits read low. hit rate 0.47% among 220,000. AID 1381, 2008;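 active means plate z-score of nuclear minus cytoplasmic receptor signal below a set negative limit, without overly bright fluorescence or cell loss, cut at about -3.5 in these data, passing the limit was not always enough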;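 further: z-score of nuclear minus cytoplasmic ring GR-EGFP intensity difference per well; some compounds called inactive have numbers as strong as hits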
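medium = tetracycline-free induction medium containing charcoal-stripped FBS | also added = 1.0 µM final dexamethasone stimulus | schedule = 48 h induction, 1 h compound, 30 min dex at 37 °C | technique = fixed, Hoechst-stained cells imaged at 10x for EGFP | measure = GR-EGFP nuclear translocation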
AID2073: inhibitors of Mint1-CaV2.2 protein interaction, biochemical, HTRF (AID 2073). inhibition, % at 20 µM; hits with a dose series show IC50 in µM. Voltage-dependent N-type calcium channel subunit alpha-1B (Homo sapiens). HTRF protein-protein interaction, Mint1-CaV2.2; higher % means a stronger effect. hit rate 0.19% among 290,000; in the data active means inhibition mostly above about 51%, no sharp cut-off; further: some results filed as inactive read as strong as hits
b-catenin transl: modulators of beta-catenin nuclear translocation, primary screen, imaging, HeLa cells, immunofluorescence, high-content | AID 1665, 2009 | hit rate 0.3% among 190,000 | nuclear translocation activity, % at 5 µM;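 active means nuclear translocation activity above 50% at 5 µM, with a well cell count of 50 or more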;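 further: per-cell ratio of nuclear to cytoplasmic median beta-catenin stain intensity; plate controls were DMSO negative control for no effect and GSK-3 inhibitor IX positive control for full effect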
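test system = HeLa cells, endogenous beta-catenin | dosing = single 5 µM dose plus 0.02–20 µM confirmation series | times = compound treatment 24 h, 37°C, 5% CO2 | technique = beta-catenin immunofluorescence imaging with DAPI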
WT yeast gro inh mutant strain: recorded beside WT yeast gro inh, whose call it bears; inhibition, %; mitochondrial fusion phenotypic screen, mutant strain inhibition
Dynein cargo inh cytoplasmic EGFP: also measured in Dynein cargo inh; calls as there; z-score; measured here: cytoplasmic GR-EGFP intensity; hits give high values
Dynein cargo inh nuclear GR-EGFP: also measured in Dynein cargo inh; calls as there; z-score; measured here: nuclear GR-EGFP intensity;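 lower value marks the stronger effect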
Dynein cargo inh cell count: second read-out of Dynein cargo inh, no call of its own (marks repeat the call); z-score; measured here: cell count per field
Ins promoter up cell count: further read-out of Ins promoter up, marked with its call; cell count; measured here: cytotoxicity, nuclei count;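 total cells summed across four imaged fields per well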
b-catenin transl cell count 5 µM: also measured in b-catenin transl; calls as there; cell count; measured here: cell count, cytotoxicity flag
MT stabilizer Hoechst-high %: second read-out of MT stabilizer, no call of its own (marks repeat the call); % Hoechst-high responders; measured here: nuclear condensation Hoechst responders;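 share of cells brighter than vehicle mean plus two SD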
MT stabilizer cytotoxicity %: recorded beside MT stabilizer, whose call it bears; toxicity, %; measured here: cytotoxicity by cell density;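 0% = mean cell density of plate MIN control wells and 100% = no cells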
Autophagy HCS cell loss 18 h: further read-out of Autophagy HCS, marked with its call; toxicity, %; measured here: cell loss, nuclei count;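 cell loss after 18 h compound exposure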
Numbers without * were called inactive; i = inactive; . = no result given.

SMILES	MT stabilizer	MT stabilizer Hoechst-high %	MT stabilizer cytotoxicity %	Yfh1-off respiration	Ins promoter up	Ins promoter up cell count	HIV peptide binding	Autophagy HCS	Autophagy HCS cell loss 18 h	WT yeast gro inh	WT yeast gro inh mutant strain	Dynein cargo inh	Dynein cargo inh cytoplasmic EGFP	Dynein cargo inh nuclear GR-EGFP	Dynein cargo inh cell count	AID2073	b-catenin transl	b-catenin transl cell count 5 µM
CCCOc1ccc(NC(=O)CC2Nc3ccccc3NC2=O)cc1 (stereo not drawn)	2.9	2.3	3.9	i	0.1	1384	-0.3%	i	-7	-14	-12	-0.21	-0.32	-0.13	1	-1%	-3.1	1095
O=C(Nc1ccc(O)c(C(=O)O)c1)c1ccc2c(c1)C(=O)N(CC1CCCO1)C2=O (stereo not drawn)	3.8	2.7	3.9	i	0.56	1322	4.7%	i	-15	37	94	-0.34	-0.27	0.42	0.0087	-4%	1.0	1181
COc1cc(NC(=O)Cn2cnc3sc(C)c(S(=O)(=O)N4CCN(C)CC4)c3c2=O)cc(OC)c1OC	2.3	1.2	5.3	i	.	.	-2.1%	i	29	-16	-1	0.18	-0.29	0.16	-0.072	8%	0.1	1057
COC(=O)c1sc(S(=O)(=O)N2CCC(C)CC2)c(C(=O)OC)c1C	6.9	2.8	7.4	i	-1.4	1017	-2.1%	i	9	.	.	-0.41	-0.15	0.023	0.48	4%	2.9	1416
CN(C)CCSc1nc(-c2ccccc2)nc2c1CCCC2	.	.	.	i	-0.96	1342	-1.1%	.	.	.	.	-0.68	0.067	-0.31	0.021	10%	0.4	1267
C#CCSc1nc(-c2ccccc2)cc(C(F)(F)F)c1C#N	3.2	1.7	3.7	i	0.93	2000	-0.2%	i	-15	15	25	0.35	0.026	0.09	-1.6	21%	-1.7	1104
CCOc1ccc(-c2nn[nH]n2)cc1OCC	2.2	1.8	1.7	i	0.42	1102	-0.2%	i	0	-9	-3	-0.39	-0.26	-0.24	-0.0033	-2%	-3.6	499
O=C(c1cc([N+](=O)[O-])ccc1Cl)N1c2ccccc2Sc2ccccc21	5.6	3.3	6.8	i	-0.19	946	-0.3%	i	-1	1	-9	0.22	-0.12	0.27	0.7	13%	-0.7	541
Cc1ccc(OCCN(C)C(=O)CC2C(=O)NCCN2CC(C)(C)C)cc1 (stereo not drawn)	1.9	1.3	7.8	i	0.07	1414	0.6%	i	-4	10	1	-0.76	-0.24	-0.55	1.4	-6%	-0.5	1017
CC(CNC(=O)c1cc(Cl)ccc1[N+](=O)[O-])NC(=O)c1cc(Cl)ccc1[N+](=O)[O-] (stereo not drawn)	2.1	1.5	8.7	i	-0.02	1579	0.2%	i	-12	-6	-17	0.26	0.12	0.84	-0.12	-5%	-1.1	1376
Cc1ccc(NC(=O)CSc2nc3ccccc3c3nc(CCc4c(C)n[nH]c4C)nn23)cc1F	1.3	1.2	4.5	i	1.6	910	1.6%	i	45	-2	-6	0.34	-0.3	0.18	0.77	28%	.	.
Cc1ccc(S(=O)(=O)N/N=C2/CCCCC2C2CCCCC2)cc1[N+](=O)[O-] (stereo not drawn)	4.1	2.1	11	i	-0.38	2312	0.2%	i	9	47	0	0.04	-0.24	0.045	0.11	-3%	-0.7	958
CC1(C)CC(=O)c2cc(OCC(=O)N3CCOCC3)ccc2O1	1.7	1.8	6.5	i	.	.	-0.6%	i	-1	-5	-27	-0.31	-0.43	-0.15	0.51	21%	-3.0	1194
CCOC(=O)c1c(NC(=O)CSc2nnc3c(Cl)cc(Cl)cn23)sc2c1CCC2	4.6	1.9	9.3	i	0.91	1562	0.7%	i	2	15	-4	0.11	0.17	-0.017	-0.42	8%	0.1	963
CCOC(=O)C(NC(=O)c1ccccc1OCC)(Nc1ncccn1)C(F)(F)F (stereo not drawn)	6.2	3.1	5.4	i	.	.	-3.2%	i	5	-5	-16	-0.15	-0.19	0.23	-0.15	-3%	-2.1	944
Cc1[nH]c(=O)[nH]c(=O)c1CSCC(=O)OCC(=O)c1ccc(Br)cc1	1.4	1.3	1.7	i	-0.58	1238	0.1%	i	9	3	7	-0.41	-0.33	-0.37	0.97	2%	-1.2	1079
CCOC(=O)N1CCN(Cc2cc(=O)oc3cc4c(cc23)CCC4)CC1	4.2	2.4	7.0	i	0.84	907	-1.4%	i	-1	-6	4	-0.26	0.4	-0.65	-1.1	29%	-6.1	851
CN1CCN(S(=O)(=O)c2ccc(C(=O)Nc3ccccc3)cc2)CC1	1.8	1.3	1.7	i	0.22	907	2.3%	i	-15	-1	4	-0.19	-0.12	0.11	0.58	-1%	.	.
Cc1ccc(NC(=O)Nc2ccc(Cl)cn2)cc1	3.8	2.8	14	i	1.3	1580	0.0%	i	-40	15	11	0.73	-0.25	0.55	-0.39	-2%	-1.3	942
S=C(Nc1ccccc1)Nc1cccc(Br)c1	6.8	3.4	7.7	i	-0.08	1245	-0.3%	i	14	22	30	-0.11	-0.32	0.21	0.44	4%	-0.3	1582
CCSc1nnc(NC(=O)NCC(F)(F)F)s1	2.7	2.1	12	i	0.46	1288	1.5%	i	7	0	-24	0.6	-0.23	0.46	0.46	7%	.	.
O=S(=O)(c1ccccc1)N1CCN(Cc2ccccc2C(F)(F)F)CC1	3.1	1.9	7.0	i	-0.17	1178	3.1%	i	-4	27	13	-0.97	-0.23	-0.79	-0.18	2%	0.4	1065
Cc1ccc(C2(C)NC(=O)N(CC(=O)Nc3cc(C)on3)C2=O)cc1 (stereo not drawn)	3.1	1.9	11	i	0.08	1522	-0.7%	i	4	-19	4	-0.3	-0.19	-0.84	0.17	-3%	-0.1	1357
O=C(O)/C=C/C(=O)Nc1cccnc1	4.7	1.3	8.6	i	.	.	0.6%	i	-16	10	7	0.43	-0.053	0.43	-0.58	0%	-1.1	945
CC1CCc2sc3ncn4nc(C(=O)NCc5ccco5)nc4c3c2C1 (stereo not drawn)	3.3	2.2	6.2	.	-1.1	1367	1.1%	i	-7	-1	-1	-0.72	-0.042	-0.19	0.69	14%	.	.
(cont.)
SMILES	MT stabilizer	MT stabilizer Hoechst-high %	MT stabilizer cytotoxicity %	Yfh1-off respiration	Ins promoter up	Ins promoter up cell count	HIV peptide binding	Autophagy HCS	Autophagy HCS cell loss 18 h	WT yeast gro inh	WT yeast gro inh mutant strain	Dynein cargo inh	Dynein cargo inh cytoplasmic EGFP	Dynein cargo inh nuclear GR-EGFP	Dynein cargo inh cell count	AID2073	b-catenin transl	b-catenin transl cell count 5 µM
Cc1ccc(-n2c(CC#N)n[nH]c2=S)c(C)c1	.	.	.	i	.	.	-0.5%	.	.	.	.	0.72	-0.28	0.45	0.048	-26%	-0.6	1322
COc1ccc(NC(=O)C2=Cc3cccc(OC)c3OC2)cc1	2.2	2.4	10	i	-0.72	1464	-0.3%	i	13	12	10	-0.018	-0.24	0.14	-0.4	0%	0.5	1540
O=C(CSc1cn(CC(=O)N2CCCC2)c2ccccc12)NCC1CCCO1 (stereo not drawn)	2.5	2.3	6.4	i	1.2	1285	-1.0%	i	12	-8	-3	-0.087	-0.21	-0.37	0.97	-18%	0.9	1006
COc1ccc(Cn2nnc3c(=O)[nH]c(C(=O)NCCc4ccc(F)cc4)nc32)cc1OC	3.0	2.2	13	i	1.9	2000	-0.6%	i	6	4	-3	0.55	-0.12	0.42	-0.15	5%	-0.8	1086
Cc1cccc(-n2c(SCN3C(=O)c4ccccc4C3=O)nc3ccccc3c2=O)c1	4.6	3.3	3.9	i	0.13	1400	1.8%	i	35	12	-8	0.67	-0.094	0.4	-0.84	22%	-3.7	1137
Cc1ccccc1C(=O)NNc1ccc([N+](=O)[O-])cc1	2.2	2.3	5.7	i	0.75	1053	-0.4%	i	0	17	8	-0.08	-0.27	0.077	1.2	-13%	5.6	1109
COc1ccccc1CNC(=O)CN(c1ccc(C)cc1)S(=O)(=O)c1c(C)nn(C)c1C	3.5	1.9	6.6	i	0.99	805	1.4%	i	10	-9	-14	-0.74	-0.34	-0.29	-0.53	1%	-3.4	868
CCOC(=O)c1cccc(NC(=O)C2CCCN(S(=O)(=O)c3c(C)n[nH]c3C)C2)c1 (stereo not drawn)	1.6	1.2	6.7	.	0.25	1569	0.8%	i	9	-8	3	-0.18	-0.22	0.07	0.066	-1%	-4.9	996

Sorted by the number under Dynein cargo inh nuclear GR-EGFP (falling): three from the list above
molecule	MT stabilizer Hoechst-high %	HIV peptide binding	WT yeast gro inh mutant strain	Dynein cargo inh	Dynein cargo inh cytoplasmic EGFP	Dynein cargo inh nuclear GR-EGFP	Dynein cargo inh cell count	AID2073
Cc1ccc(-n2c(CC#N)n[nH]c2=S)c(C)c1	.	-0.5%	.	0.72	-0.28	0.45	0.048	-26%
COc1ccc(NC(=O)C2=Cc3cccc(OC)c3OC2)cc1	2.4	-0.3%	10	-0.018	-0.24	0.14	-0.4	0%
CCOC(=O)c1cccc(NC(=O)C2CCCN(S(=O)(=O)c3c(C)n[nH]c3C)C2)c1 (stereo not drawn)	1.2	0.8%	3	-0.18	-0.22	0.07	0.066	-1%
